Screening data: PubChem, Emory University Molecular Libraries Screening Center
14-3-3g Raf = 14-3-3 gamma protein interaction modulation | P61981 | FP, 14-3-3gamma / TMR-pS259-Raf peptide binding | inhibition, % at 40 µM | actives 0.19% (n = 160,000); in the data active means inhibition above about 30%;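 further: 0% = protein plus tracer without compound and 100% = blank with tracer alone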
Target sequence (P61981 whole entry, looked up): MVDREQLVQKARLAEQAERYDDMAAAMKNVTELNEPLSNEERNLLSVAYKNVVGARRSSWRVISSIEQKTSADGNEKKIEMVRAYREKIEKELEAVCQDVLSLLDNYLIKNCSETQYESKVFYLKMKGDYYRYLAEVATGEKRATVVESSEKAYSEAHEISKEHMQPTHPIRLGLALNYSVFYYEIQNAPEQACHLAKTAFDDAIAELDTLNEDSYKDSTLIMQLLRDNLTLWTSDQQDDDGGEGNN
Numbers without * were called inactive; & = joins results of further samples.

SMILES	14-3-3g Raf
Oc1ccc(Cl)c2ccc(C=Cc3ccccc3)nc12	-16.8
CCC1CCCCN1Cc1c(C)[nH]c2c(C)cc(C)cc2c1=O (centres undefined)	-4.0
O=C(c1cnn2c1NC(c1cccs1)CC2C(F)(F)F)N1CCN(c2ccc(F)cc2)CC1 (centres undefined)	-8.5
CCC(CC)C(=O)Nc1cc(C(=O)OC)cc(C(=O)OC)c1	-0.2
Cc1cc(C)c(S(=O)(=O)NCC2CCC(C(=O)NCc3cccnc3)CC2)c(C)c1 (centres undefined)	5.4
CCN(C(=O)CSc1nc2cc(Cl)ccc2s1)C12CC3CC(CC(C3)C1)C2	-5.9
CN1C(=O)CC(C(=O)Nc2ccccc2F)SC1=Nc1ccc(Cl)cc1 (centres undefined)	-6.2
COc1ccc(CCNC(=O)CC2Nc3ccccc3NC2=O)cc1 (centres undefined)	-58.3
CCC1(C)Cc2c(sc3c2c(=O)n(C)c2nnc(SCCc4ccccc4)n32)CO1 (centres undefined)	4.2&-21.1
CSc1ccc(C2SCC(=O)N2c2cccc(F)c2)cc1 (centres undefined)	-0.8
CCOc1ccc(-n2nc(C(=O)Nc3ccc(C)c(F)c3)c3ccccc3c2=O)cc1	-5.0
CCOC(=O)C1=C(C)N(C)C(=O)NC1c1ccc(C)s1 (centres undefined)	-0.1
O=c1cc(CSc2nnc(COc3ccccc3Cl)o2)nc2sccn12	0.7
Cc1cccc(C)c1NC(=O)C1(NC(=O)c2ccccc2)CCC(C(C)(C)C)CC1 (centres undefined)	6.0
N#Cc1ccccc1-n1cccc1	-0.9
CCCNC(=O)c1c(NC(=O)c2ccccc2Cl)sc2c1CCC(C)C2 (centres undefined)	-4.6
CCOC(=O)C1=C(C)NC2=C(C(=O)CC(C)(C)C2)C1c1ccsc1 (centres undefined)	0.6
COC(=O)c1c(NC(=O)c2ccc([N+](=O)[O-])cc2Cl)sc2c1CCCC2	-5.7
O=C(CN1CCN(CC(=O)c2ccccc2)CC1)c1ccccc1	-3.2
O=C(O)CCC(CNS(=O)(=O)c1ccc(F)cc1)C(F)(F)F (centres undefined)	-4.9
CCn1c(C)[n+](CC(O)COCC2CC=CCC2)c2ccccc21 (centres undefined)	-1.9
COc1ccc(C2C(C(=O)N3CCCCCC3)c3ccccc3C(=O)N2C)cc1 (centres undefined)	4.7
COc1ccccc1C(=O)N(CN1CCCC1=O)c1cccc(Cl)c1	-4.3
CCOC(=O)c1sc2ncn(Cc3csc(-c4ccc(Cl)cc4)n3)c(=O)c2c1C	-1.5
CCn1c(C(=O)N2CCC(Cc3ccccc3)CC2)cc2sccc21	-5.5
More results
SMILES	14-3-3g Raf
O=C1OC(Nc2ccc(Cl)cc2C(F)(F)F)c2ccccc21 (centres undefined)	-0.1
Cc1nc(N2CCCCC2)c2c(C)c(C(=O)Nc3ccc(C)c(F)c3)sc2n1	6.8
COc1ccc(C(=S)N2CCN(c3cccc(Cl)c3)CC2)cc1	-3.0
CC(C)(C)c1ccc(S(=O)(=O)Nc2cc(SCC(=O)O)c(O)c3ccccc23)cc1	-53.2
COc1ccc(C(=S)Nc2ccc(N(C)C)cc2)cc1	-13.5
CCOC(=O)C1=C(N)N2C(=O)C(C)SC2=C(C(=O)OC)C1c1ccccc1OC (centres undefined)	1.3
COc1ccc2oc(C)c(C(N)=O)c2c1	-4.2&1.7
CCc1cccc(C)c1NS(=O)(=O)c1ccc2c(c1)c(=O)n(C)c(=O)n2C	-11.2
O=C(O)C1CCCCC1C(=O)Nc1ccc2c(c1)OCCO2 (centres undefined)	-6.2
CCC1Oc2ccc(C)cc2N(CC(=O)NCCCN2CCCC2)C1=O (centres undefined)	0.0
CCOC(=O)C1=C(CN2CCN(c3ccc(F)cc3)CC2)NC(=O)NC1c1cccs1 (centres undefined)	1.3
COc1ccc(OC)c2c(NCCCN3CCOCC3)cc(C(F)(F)F)nc12	-10.0
O=C(Nc1ccc(-c2nc3ccccc3[nH]2)cc1)c1ccc(Br)cc1	1.5
OCCCCNc1cccc2ccccc12	-14.4
Cc1cccc(-c2cc(C(=O)NCCCn3ccnc3)c3ccccc3n2)c1	-5.8
Cc1cc2c(C)nc(-c3ccccc3)nc2o1	-4.4
CCOC(=O)c1sc2[nH]c(=S)n(Cc3cccc(Br)c3)c(=O)c2c1C	-4.0
CCOC(=O)c1sc(-c2ccccc2)cc1NC(=O)c1ccc(S(=O)(=O)N2CCCc3ccccc32)cc1	-0.9
Cc1noc(/C=C/c2ccco2)c1S(=O)(=O)N1CCC(C(=O)NCc2ccco2)CC1	-7.0
Cc1ccc(C(=O)CC2(O)C(=O)N(CCCC#N)c3ccccc32)cc1 (centres undefined)	-3.0
CCOC(=O)Cn1c(=O)c2c(nc3n2CCCCN3c2ccc(C)cc2)n(C)c1=O	-5.5
COC(=O)CCc1c(C)c(C#N)c2nc3ccccc3n2c1N1CCCC1	-3.5
CCOc1ccc(N2CC(C(=O)NCCOC)CC2=O)cc1 (centres undefined)	-7.2
CCCCn1c(CCNC(=O)CC)nc2ccccc21	-2.6&1.7
CCC(=O)N1N=C(c2cccc(NS(C)(=O)=O)c2)CC1c1ccco1 (centres undefined)	0.2
(listing goes on)
SMILES	14-3-3g Raf
COc1ccc(N2CCN(C(=O)CCNS(=O)(=O)c3cccs3)CC2)cc1	3.1
O=C(O)CC(c1ccccc1)c1ccccc1	-10.4
COc1ccc(-c2c3c(=O)n(C)c(=O)n(C)c3cn2Cc2cccnc2)cc1	-2.9
COc1cc(NC(=O)COc2ccccc2)c(OC)cc1Cl	-23.9
CCOC(=O)c1sc(NC(=O)c2ccc(CC)s2)nc1C	-6.9
CC(Cl)=CCn1c(SCc2ccccc2)nc2c1c(=O)[nH]c(=O)n2C	4.4
Cc1cccc(NC(=O)c2ccc(N3CCc4ccccc43)c([N+](=O)[O-])c2)c1	-5.5
COc1ccc(OC)c(S(=O)(=O)n2c(C=Cc3ccccc3Cl)nc3ccccc32)c1	-2.9
Cc1ccc(CNC(=O)c2ccc(N3C(=O)NC4CC3(C)Oc3ccccc34)cc2)cc1 (centres undefined)	-3.2
O=C(Cn1cc2c(n1)CCCCC2)NCc1ccccc1	-0.6
CCOC(=O)C1=C(N)N(c2ccc(Cl)cc2)C2=C(C(=O)CC(C)(C)C2)C1c1cc(OC)c(OC)c(OC)c1 (centres undefined)	-4.3
Cc1ccc(OCC(=O)Nc2ccc(-c3nc4ncccc4o3)cc2)cc1	-8.1
Cc1oc(-c2ccc(Cl)cc2)nc1CSCC(=O)NCCCN1CCOCC1	2.0
O=C(N1CCN(c2nc(-c3ccccc3)c3cc([N+](=O)[O-])ccc3n2)CC1)C(F)(F)F	-21.6
Cc1ccccc1-n1nc2c(c1NC(=O)c1ccccc1[N+](=O)[O-])CSC2	4.8
CCCSc1nnc2c(n1)OC(c1ccc(Br)s1)Nc1ccccc1-2 (centres undefined)	-13.2
O=C(O)C1Cn2c(nc3c(c2=O)C2(CCCC2)Cc2ccccc2-3)S1 (centres undefined)	-4.5
COc1cc(C(=O)O)nc2ccccc12	15.4
CCN1C(=O)c2cccc3c(NC(=O)c4cccc(Cl)c4)ccc1c23	-5.0
CCS(=O)(=O)N1CCCC(C(=O)NCc2ccc3c(c2)OCO3)C1 (centres undefined)	-9.7&-3.9
Cc1ccc(CCNC(=O)c2ccc(N3CCCC3=O)cc2)cc1	3.1
Cn1c(=O)oc2cc(S(=O)(=O)NCCC(=O)N3CC=C(c4ccccc4)CC3)ccc21	2.9
O=C1c2ccccc2C(=O)c2c(NC(=O)c3cc(-c4ccccc4)nc4ccccc34)cccc21	-9.4
COc1ccc(-c2cc(CCCC(=O)NCc3ccccn3)no2)cc1	-3.5
O=C(NCCc1ccccc1)c1ccc(CS(=O)(=O)Cc2ccc(Cl)cc2)o1	-2.5
Additional results
SMILES	14-3-3g Raf
CCc1ccc(CNc2ccc(N3CCN(C(C)=O)CC3)cc2)cc1	-2.5
CCSc1nnc2c(n1)OC(c1cc(O)c(O)c(Br)c1)Nc1ccccc1-2 (centres undefined)	-17.7
c1ccc(-c2csc3nnc(SCc4ccc5c(c4)OCCO5)n23)cc1	-6.2
COc1ccc(Cl)cc1NC(=O)CSc1nc2nc(C)c(Cc3ccccc3Cl)c(C)n2n1	-0.1
COc1ccccc1C1N=C(c2ccc(C)cc2)CC(c2ccccc2O)N1 (centres undefined)	3.6
CC(C)(C)NC(=O)C(c1ccccc1)N(Cc1ccco1)C(=O)c1csnn1 (centres undefined)	-1.3
CCOc1cc2nc(-c3ccc(OC)c(OC)c3)nc(N3CCOCC3)c2cc1OC	-0.9
COC(=O)c1ccc(-c2nc(-c3ccc(Br)o3)no2)cc1	-8.0
O=C(Nc1ccc2c(c1)OCCO2)C1CCN(c2cnccn2)CC1	-2.6
N[C@@H](Cc1cnc[nH]1)C(=O)O	-9.6
COc1cccc(-c2nnc(-c3ccc(OC)c(OC)c3)o2)c1	-2.6
Cc1cccc(N2CCN(c3ccc(N4C(=O)CCCC4=O)cc3[N+](=O)[O-])CC2)c1C	-1.3
O=C(CN1CCCN(S(=O)(=O)c2ccc(Br)cc2)CC1)Nc1ccccc1F	-7.5
Cc1ccc(CNC(=O)C2CCN(S(=O)(=O)c3cccs3)CC2)o1	-0.8
CCCCN(CC)C(=O)CN(C)S(=O)(=O)c1cccc2nsnc12	-9.3
CC(C)c1ccc(NC(=O)C2CCCN(S(=O)(=O)c3ccc(Br)s3)C2)cc1 (centres undefined)	-100.1
CC1CN(c2oc(-c3ccccc3Cl)nc2C#N)CC(C)O1 (centres undefined)	-5.4
CC(=O)N1CCc2cc(S(=O)(=O)CCC(=O)NC3CCCC3)ccc21	17.8
CCOc1cc2[nH]c(=S)n(CCCN3CCC(C)CC3)c(=O)c2cc1OCC	-2.5
COc1cc(C)c(S(=O)(=O)Nc2ccc(CC(=O)O)cc2)cc1C	-5.1&10.4
CCN(CC)C(=O)c1cc2cc3ccc(C)cc3nc2o1	-5.8
CCOc1ccccc1NC(=O)CCN1C(=O)c2cccc([N+](=O)[O-])c2C1=O	2.6
CC(=O)N1CCc2cc(S(=O)(=O)NC(CC(C)C)C(=O)N3CCn4c3nc3ccccc34)ccc21 (centres undefined)	0.3&-3.9
CCC(=O)N1CCc2cc(S(=O)(=O)NCCCN(CC)Cc3ccccc3)ccc21	-1.0
CCOC(=O)C1=CN(c2cc(C)ccc2C)C=C(C(=O)OCC)C1c1ccccc1OC	1.1
The listing continues:
SMILES	14-3-3g Raf
COCCCNC(=O)c1ccc(CS(=O)(=O)c2ccc(Cl)cc2)o1	1.1
CC(=O)n1c2ccccc2c2nc(NC(C)C)sc21	-3.7
Cc1cc(NC(=O)Cn2c(=O)n(-c3ccccc3)c(=O)c3sccc32)n[nH]1	-4.6
O=C(Nc1cccc(C(F)(F)F)c1)c1ccc(CN2CCc3ccccc3C2)cc1	5.4
COc1ccc2c(=O)c3c(=O)n(Cc4ccco4)c(C(C)C)nc3oc2c1	4.3
CSc1nsc(SC)c1C(=O)Nc1ccccc1I	0.1
O=C(NCCc1ccc(Cl)cc1)C1CC(=O)N(C2CCCCC2)C1 (centres undefined)	3.4
COc1ccc(OC)c(C2SCCN2S(=O)(=O)c2ccc3ccccc3c2)c1 (centres undefined)	-2.6
CCC(C)OC(=O)c1[nH]c2c(c1C)C(=O)CC(c1ccccc1)C2 (centres undefined)	0.3
O=C(O)CCCCCNS(=O)(=O)c1c(Cl)cccc1Cl	-9.6
Cc1cccc(-n2nnnc2SCn2nnc3ccccc3c2=O)c1	-0.5
CCn1c2ccccc2c2cc(NC(=O)c3c(-c4ccccc4Cl)noc3C)ccc21	-1.8
CCN(CC)c1ccc2c(C)c(-c3ccc(N)cc3)c(=O)oc2c1	7.0
Cc1ccc(OCC(=O)NC23CC4CC(CC(C4)C2)C3)c(Br)c1	-3.9
Cc1nc2sc(C(c3ccco3)N3CCC4(CC3)OCCO4)c(O)n2n1 (centres undefined)	1.2
O=C(c1ccco1)N1CCN(c2ncnc3sc4c(c23)CCC4)CC1	-7.3
COc1cc(C2C3=C(CCCC3=O)Nc3ccc4nc(C)ccc4c32)ccc1OCc1ccccc1 (centres undefined)	-16.5
CCOc1cc(CN2CCN(CCCc3ccccc3)CC2)ccc1OC	-5.1
COc1ccc(N2CCN(c3nc4c(c(=O)[nH]c(=O)n4C)n3Cc3ccccc3Cl)CC2)cc1	-5.1
O=C(NC1CCCCNC1=O)c1ccc(N2CC3CC(C2)c2cccc(=O)n2C3)c(NC(=O)c2ccccc2Br)c1 (centres undefined)	-4.6
Cc1ccc(N2CC(C(=O)OCC(=O)Nc3ccccc3C(F)(F)F)CC2=O)cc1 (centres undefined)	-10.5
N#CCCN1c2ccccc2Sc2ccccc21	0.2
CCCCNC(=O)CSc1nc2ccc(N3CCOCC3)cc2c(=O)n1CCc1ccccc1	-4.2
Cc1ccc(Cc2c(C)nc3nc(SCC(=O)N4CCC(C)CC4)nn3c2C)cc1	-1.3
Cn1c(C(=O)N2CCCC2)cc2c(=O)n(C)c3ccccc3c21	1.6
O=C(NCCc1ccccc1)c1cccnc1N1CCCCCC1	-1.7

The list is partial; count on the stated rates, not on these rows.
